# NPSR antagonist: blocks cAMP signaling of the human neuropeptide S receptor; Q6W5P4; CHO-NPSR cells, cAMP TR-FRET, antagonist mode; Potency, µM (highest dose often 38.3 µM), inactives show at the top dose activity change, negative = inhibition, actives largely listed as inhibitors; actives 1% (n = 220,000); also: % is scaled to controls: 0 for no effect and ±100 for the full control effect; nearly all actives have a fitted effect of over 50% in size; many of its hits are not listed in these tables
# Target sequence (Q6W5P4 whole entry, looked up): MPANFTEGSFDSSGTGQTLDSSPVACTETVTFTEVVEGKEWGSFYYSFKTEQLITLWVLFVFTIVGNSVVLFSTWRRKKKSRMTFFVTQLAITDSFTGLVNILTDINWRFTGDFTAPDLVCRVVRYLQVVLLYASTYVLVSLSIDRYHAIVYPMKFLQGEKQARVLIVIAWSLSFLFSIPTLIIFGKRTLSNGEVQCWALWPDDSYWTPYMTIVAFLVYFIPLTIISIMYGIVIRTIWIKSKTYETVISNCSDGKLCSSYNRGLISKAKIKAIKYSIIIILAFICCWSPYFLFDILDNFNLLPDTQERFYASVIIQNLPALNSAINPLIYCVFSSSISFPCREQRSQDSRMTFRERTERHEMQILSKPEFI
# Epigenetic reg: regulators of epigenetic silencing causing reporter derepression in mouse cells; murine LDR cells, GFP reporter derepression, 30 h; Potency, µM (top dose mostly 53.9 µM), inactives show at the highest dose GFP activation, most hits filed as activators; actives 0.2% (n = 280,000); AID 1865; also: % of control where 0% means no effect; nearly all actives have a fitted effect of over 60% in size
#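 Reporter derepression read as number of fluorescent GFP-positive objects, 20-120 um in size, counted by laser-scanning cytometer. Mouse LDR line with an epigenetically silenced CMV-GFP locus; compound incubation 30 h, 37 C.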
# GAA glycogen mod: alters human alpha-glucosidase cleavage of glycogen; recombinant GAA, glycogen substrate, Amplex Red glucose oxidase fluorescence; Potency, µM (titrated, usually from 76.4 µM), without a hit: at the top dose activity change, negative = inhibition, most hits filed as inhibitors; actives 0.38% (n = 300,000); AID 2100;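 also: 0% = full enzyme reaction and -100% = no-enzyme basal signal; the screen sought inhibitors and activators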
#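 qHTS, 1536-well; enzyme 4 nM final; cpd up to 77 uM; substrate bovine liver glycogen 30 ug; 50 mM citrate/phosphate pH 5.0, 0.01% Tween-20; 37 C, 40 min; Amplex Red detection 45 min RT; Hill fit → AC50.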
# Tau fluor counter: counter-screen for tau fibril formation inhibitors. tau K18 P301L Alexa594 fluorescence, heparin fibrillization. Potency, µM (doses to about 57.7 µM), for the others: top-dose activity change, negative = decrease. actives 0.93% (n = 280,000). AID 1463; also: % is scaled to controls: 0 for no effect and ±100 for the full control effect; nearly all actives have a fitted effect of over 55% in size
#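 Human tau K18 P301L (15 uM unlabeled, 0.24 uM Alexa 594-labeled) in 100 mM sodium acetate pH 7 with 20 uM heparin, 6 hr at 37 C. ThT 30 uM added, 1 hr ambient; Alexa 594 FP and total fluorescence read at 555/632 nm.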
# GAA inhib: alpha-glucosidase (human) inhibition; AID 1466; Potency, µM (series often up to 76.9 µM), for the others: at the highest dose activity change, negative = inhibition, most hits filed as inhibitors; P10253; purified human GAA, 4-MU-alpha-glucoside fluorescence; actives 0.005% (n = 200,000);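 also: plate controls were uninhibited enzyme wells for no effect and no-enzyme background for full effect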
#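 AC50 values come from Hill fits of compound titrations (up to 77 uM) against 4 nM human enzyme. Substrate 4-methylumbelliferyl-alpha-D-pyranoside at 400 uM, pH 5.0 citrate buffer, 20 min room temperature; fluorescence Ex 365/Em 440 after alkaline stop.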
# ALDH1A1 block: inhibitors of human aldehyde dehydrogenase 1A1; P00352; Potency, µM (series often up to 75.3 µM), for the others: top-dose activity, negative = inhibition, most hits filed as inhibitors; AID 1030; actives 7.3% (n = 220,000); Purified ALDH1A1, NADH fluorescence, propionaldehyde substrate; active = well fitted inhibition curve with a large enough effect, not every such curve was filed as active; inconclusive = small, poorly fitted or top-dose-only effect, or another doubt; inactive = no such curve, though single readings can be large or run the other way;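 also: plate controls were no enzyme wells and a reference inhibitor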
# Target sequence (P00352 whole entry, looked up): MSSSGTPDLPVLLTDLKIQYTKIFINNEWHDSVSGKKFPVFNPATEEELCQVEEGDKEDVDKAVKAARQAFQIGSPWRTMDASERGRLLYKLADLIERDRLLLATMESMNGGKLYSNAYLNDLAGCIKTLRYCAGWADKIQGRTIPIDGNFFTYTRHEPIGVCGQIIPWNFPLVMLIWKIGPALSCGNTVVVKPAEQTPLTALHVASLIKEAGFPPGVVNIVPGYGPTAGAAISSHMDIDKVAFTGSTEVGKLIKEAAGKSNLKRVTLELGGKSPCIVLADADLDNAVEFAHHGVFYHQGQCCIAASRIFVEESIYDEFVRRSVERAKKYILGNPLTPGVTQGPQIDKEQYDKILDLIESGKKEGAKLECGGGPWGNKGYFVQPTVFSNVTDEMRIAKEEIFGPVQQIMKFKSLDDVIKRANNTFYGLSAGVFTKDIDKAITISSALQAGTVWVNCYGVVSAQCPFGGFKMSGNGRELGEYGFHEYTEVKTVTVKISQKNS
# aGal spleen mod: inhibits or activates alpha-galactosidase in human spleen homogenate. AID 2107. Potency, µM (doses to about 80 µM), inactives show at the highest dose activity change, negative = inhibition, actives largely listed as inhibitors. actives 0.008% (n = 240,000). human spleen homogenate, 4MU-alpha-Gal fluorescence, 40 min. P06280;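 also: 0% = enzyme with vehicle and -100% = no enzyme basal signal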
#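 qHTS titration in buffer at pH 5.0. Alpha-galactosidase activity in spleen homogenate was measured via 4-methylumbelliferone release from 1 mM fluorogenic substrate after 40 min at 37C and a pH 10 stop. AC50 came from Hill fits of control-normalized data.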
# GAA spleen mod: lysosomal alpha-glucosidase (human) modulation; actives 0.006% (n = 240,000); human spleen homogenate, 4-MU-alpha-glucoside fluorescence; P10253; Potency, µM (highest dose often 79.9 µM), for inactives: at the top dose activity change, negative = inhibition, hits mostly inhibitors;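 also: 0% = enzyme with vehicle and -100% = no enzyme basal signal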
#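 AC50 values come from Hill-equation fits of concentration-response data, normalized to no-enzyme and full-activity controls. Enzyme source: 1 ug human spleen homogenate; 1 mM fluorogenic 4-MU glucoside, pH 5.0 citrate buffer, 37 C, 40 min.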
# Starred values were filed as active, the others as inactive; ? = inconclusive; nt = not tested or not shown; [ ] = remark or other dose. Unless noted, calls follow the shape of the dose curve; as a rule, active = well fitted curve in the direction sought with a large enough effect; inconclusive = small, poorly fitted or top-dose-only effect, or another doubt; inactive = no such curve, though single readings can be large; an effect the other way counts as inactive or inconclusive. Potency is read from the fitted curve at half-maximal effect. An excerpt (hit frequency here may not be typical).
SMILES,NPSR antagonist,Epigenetic reg,GAA glycogen mod,Tau fluor counter,GAA inhib,ALDH1A1 block,aGal spleen mod,GAA spleen mod
CCOc1ccc(NC(=S)N(Cc2ccc(N(C)C)cc2)Cc2ccco2)cc1,?,0.8%,?,?,-9%,8.9µM*,-4%,-10%
Cc1c(Cl)c([N+](=O)[O-])nn1CCCC(=O)N1CCN(c2ccccc2)CC1,-14%[46.1 µM],-0.2%,-3%,-11%,3%,?,2%,1%
CC(=NCc1ccco1)c1c(C)[nH]n(-c2nc3ccccc3s2)c1=O,1%[46.1 µM],?,16%,-1%,1%,5%,-4%,-4%
Clc1cc(Cl)c2nc(N3CCOCC3)sc2c1,17%[46.1 µM],-2.0%,5%,-13%,-5%,-6%,7%,6%
O=C(COC(=O)/C=C/C(=O)N1CCN(c2ccccc2)CC1)NC(c1ccccc1)c1ccccc1,-33%,10%,-4%,-25%,?,19µM*,9%,-11%
O=c1/c(=C\c2cc([N+](=O)[O-])cc([N+](=O)[O-])c2O)sc2nc3ccccc3n12,-20%,0.0%,11%,?,-11%,7.9µM*,3%,-6%
N/C(=N\OS(=O)(=O)c1cc(Cl)ccc1Cl)c1ccncc1,-1%[46.1 µM],-5.6%,-7%,0%,-1%,6%,2%,-4%
CC(Oc1ccc(Cl)cc1Cl)/C(N)=N/O (stereo unspecified),-15%,0.5%,0%,-2%,-6%[15.4 µM],-1%,11%,-7%
COc1cccc(/C=C/C(=O)OCC(=O)Nc2cccc(S(=O)(=O)N3CCOCC3)c2)c1OC,-9%,1.5%,-5%,?,-6%,?,-8%,-17%
CC(C)C(=O)N1CCC(CN=CC2=C(O)CC(C)(C)CC2=O)CC1,-2%[46.1 µM],-1.0%,-5%,-6%,7%,-14%,4%,4%
COc1ccccc1N1CCN(C(=O)Nc2cccc(C)c2)CC1,-2%[46.1 µM],-4.3%,1%,-13%,-7%,4%,0%,7%
CCn1cc(C(=O)OC)c(=O)c2cc(S(=O)(=O)N(C)C3CCCCC3)ccc21,-21%,-1.6%,3%,0%,-1%,?,-3%,-3%
COc1cc(OC)cc(C2C(C#N)=C(N)Oc3n[nH]c(-c4cccnc4)c32)c1 (stereo unspecified),-10%[46.1 µM],-2.1%,-22%,-12%,-1%,-2%,1%,-8%
C=CCc1cccc(/C=N/NC(=O)c2ccccc2Br)c1O,-48%,-0.2%,-8%,?,-9%,3%,-9%,-6%
Cc1cccc(/C=N\NC(=O)c2ccc(Cl)cc2)c1O,-9%,0.1%,16%,-17%,-4%,8%,-11%,1%
O/N=C/c1ccc(OCc2ccccc2F)c(Cl)c1,2%,-0.9%,2%,-19%,3%,1%,-5%,-5%
CCOc1ccc(N2C(=O)CC(Sc3ncccn3)C2=O)cc1 (stereo unspecified),-2%[46.1 µM],0.0%,-6%,2%,0%,22µM*,-4%,-11%
O=C(O)CCNc1nc(-c2ccccc2)nc2ccccc12,-1%[46.1 µM],1.9%,-5%,-1%,-4%,-9%,10%,-2%
CC(=O)c1cccc(NC(=O)COC(=O)c2ccc(S(C)(=O)=O)c([N+](=O)[O-])c2)c1,-31%,7.8%,2%,?,1%,-3%,-11%,nt
O=c1c2ccccc2c(C=NC2CCN(Cc3ccccc3)CC2)c(O)n1Cc1ccc2c(c1)OCO2,-31%,1.1%,3%,?,?,-12%,-12%,-17%
COc1ccc(NC(=O)CCN2CCN(S(=O)(=O)c3cc(Cl)ccc3OC)CC2)cc1,-10%[46.1 µM],0.0%,-13%,-4%,-6%,-11%,-10%,4%
CCCCCC(=O)Nc1nc(C)c(-c2csc(Nc3cc(OC)ccc3OC)n2)s1,?,-1.7%,-22%,11µM*[quencher],-7%,?,5%,-2%
COc1cc(C(=O)OC(C)CN2CCCC2)cc(OC)c1OC (stereo unspecified),6%[46.1 µM],-0.8%,3%,1%,0%,10%,0%,-6%
CC1(c2nnc(-c3ccccc3)o2)CC(c2cccc(Cl)c2)=NO1 (stereo unspecified),-37%,-1.7%,-6%,-15%,nt,nt,-1%,-21%
Cc1ccc(NS(=O)(=O)Cc2ccccc2)nc1,-19%,2.9%,1%,5%,-4%,?,-1%,0%
Cc1nc2cc(C(=O)O)ccc2s1,-7%[46.1 µM],0.0%,1%,4%,-1%,6%,-1%,2%
CC(C)OCCCN1CN(S(=O)(=O)c2ccc(Cl)cc2)c2nc3ccccc3nc21,-30%[46.1 µM],-1.7%,-6%,-8%,-14%,28µM*,?,-13%
COc1ccc(C(=O)/C=C/Nc2ccc([N+](=O)[O-])cc2C)cc1OC,-4%[46.1 µM],?,-1%,?,-3%,?,5%,-4%
O=C(c1cnn(C(=O)COc2ccccc2F)c1)c1cc(F)ccc1O,14%,0.0%,2%,-10%,-7%,0.4µM*,-4%,4%
O=C(CN1CCOCC1)Nc1ccc([N+](=O)[O-])cc1Br,6%,-0.1%,2%,-8%,5%,-4%,5%,7%
CCc1nc2c(sc3nc4c(cc32)COC(C)(C)C4)c(=O)n1Cc1ccco1,?,0.0%,-20%,-5%,-5%,2.5µM*,8%,1%
O=C(NCc1ccc(F)cc1)C1CCC(CNc2c(N3CCOCC3)c(=O)c2=O)CC1 (stereo unspecified),15%,-1.0%,-5%,10%,nt,nt,3%,1%
c1ccc(-c2nnc(CSc3ccc4c(c3)OCCO4)o2)cc1,-7%,-0.5%,21%,-15%,0%,-3%,-2%,4%
COc1ccc(C(=O)Nc2ccc(Cl)cn2)cc1Cl,-13%[46.1 µM],-0.5%,-6%,-19%,3%,-4%,-1%,-8%
Cc1ccc(NC(=O)CSCC(=O)NC2CCCCC2)cc1,13%,7.7%,-12%,-7%,0%,0%,4%,-3%
COc1ccc(NC(=O)c2cccs2)cc1O,-27%[7.67 µM],0.6%,?,-12%,-1%,?,-1%,2%
COC(=O)c1sc(N2CCN(c3ccc(Cl)cc3)CC2)nc1N,-5%,-4.7%,-3%,?,?,-1%,-3%,-5%
CCCCNCC#CCOc1cc(C)ccc1C(C)C,-41%,-4.5%,-11%,9%,-13%,?,-4%,-6%
CCC/C(O)=C1\C(=O)CC(c2ccccc2)CC1=NCCc1c(C)[nH]c2ccccc12 (stereo unspecified),-53%,8.8%,-5%,?,0%,19%,-7%,-7%
COc1ccc(C(=O)Nc2cc(C(=O)c3ccccc3)c(C)oc2=O)cc1,?,-0.9%,-15%,-11%,-2%,20µM*,10%,0%
Cc1cccc(C)c1Nc1nnc(SCc2nc3ccccc3c(=O)[nH]2)s1,-18%,3.8%,-11%,-5%,4%,-4%,5%,-5%
CC(=O)c1ccc(CCCC(=O)O)cc1,-6%[46.1 µM],-0.9%,7%,-1%,2%,4%,7%,6%
COc1ccc(-c2cc(C(F)(F)F)c3c(=O)n(-c4ccccc4)[nH]c3n2)cc1,-23%[46.1 µM],0.0%,?,?,-5%,10%,-2%,-7%
CC(C)(C)OC(=O)N1CC2Cc3[nH]c(=O)ccc3C(C2)C1 (stereo unspecified),-19%[46.1 µM],-2.1%,-7%,8%,-5%,2%,3%,-3%
CC1C(=O)NN=C1C(=O)N/N=C/c1ccco1 (stereo unspecified),5%,0.0%,?,1%,6%,6%,3%,6%
O=[N+]([O-])c1ccc(CN2CCCCCC2)s1,24%,3.4%,11%,-13%,-9%,?,9%,11%
COc1ccc(-c2cc(CNC(=O)CN(C)Cc3ccccc3)on2)cc1,-3%[46.1 µM],-1.1%,-1%,-4%,-3%,4%,-8%,-4%
Cc1ccc(S(=O)(=O)N2CCCC2C(=O)OCC(=O)Nc2ccc3c(c2)OCO3)cc1 (stereo unspecified),-10%[46.1 µM],-7.2%,-7%,-25%,-3%,8%,-2%,0%
COc1cccc(CNc2nc3ccc(C)cc3n3cnnc23)c1,-36%,?,5%,-10%,nt,nt,8%,0%
O=C(CN(Cc1ccco1)S(=O)(=O)c1ccccc1)N/N=C/c1ccccc1C(=O)O,3%,1.1%,10%,-10%,-1%,6%,-2%,-4%
S=c1[nH]nc(CSCc2ccccc2Cl)n1C1CCCCC1,-53%,-0.4%,?,-13%,-5%,?,8%,-5%

# Part of the list above, set out differently.
mol	NPSR antagonist	Epigenetic reg	GAA glycogen mod	Tau fluor counter	GAA inhib	ALDH1A1 block	aGal spleen mod	GAA spleen mod
CC(C)(C)OC(=O)N1CC2Cc3[nH]c(=O)ccc3C(C2)C1 (stereo unspecified)	-19%[46.1 µM]	-2.1%	-7%	8%	-5%	2%	3%	-3%
CC1C(=O)NN=C1C(=O)N/N=C/c1ccco1 (stereo unspecified)	5%	0.0%	?	1%	6%	6%	3%	6%
O=[N+]([O-])c1ccc(CN2CCCCCC2)s1	24%	3.4%	11%	-13%	-9%	?	9%	11%
COc1ccc(-c2cc(CNC(=O)CN(C)Cc3ccccc3)on2)cc1	-3%[46.1 µM]	-1.1%	-1%	-4%	-3%	4%	-8%	-4%
Cc1ccc(S(=O)(=O)N2CCCC2C(=O)OCC(=O)Nc2ccc3c(c2)OCO3)cc1 (stereo unspecified)	-10%[46.1 µM]	-7.2%	-7%	-25%	-3%	8%	-2%	0%
COc1cccc(CNc2nc3ccc(C)cc3n3cnnc23)c1	-36%	?	5%	-10%	nt	nt	8%	0%
O=C(CN(Cc1ccco1)S(=O)(=O)c1ccccc1)N/N=C/c1ccccc1C(=O)O	3%	1.1%	10%	-10%	-1%	6%	-2%	-4%
S=c1[nH]nc(CSCc2ccccc2Cl)n1C1CCCCC1	-53%	-0.4%	?	-13%	-5%	?	8%	-5%

# Complete entries, looked up by structure. Order of screens: NPSR antagonist | Epigenetic reg | GAA glycogen mod | Tau fluor counter | GAA inhib | ALDH1A1 block | aGal spleen mod | GAA spleen mod
# Listed for COc1ccc(NC(=O)CCN2CCN(S(=O)(=O)c3cc(Cl)ccc3OC)CC2)cc1 : -10%[46.1 µM] | 0.0% | -13% | -4% | -6% | -11% | -10% | 4%
# Listed for COC(=O)c1sc(N2CCN(c3ccc(Cl)cc3)CC2)nc1N : -5% | -4.7% | -3% | ? | ? | -1% | -3% | -5%

# Compound activity deposited in PubChem BioAssay by National Center for Advancing Translational Sciences (NCATS).
